High-throughput results deposited in PubChem by several laboratories.
PTEN del growth: suppresses growth of cells with PTEN deletion | actives 1.2% (n = 140,000) | viability, % at 10 µM | HCT116 PTEN-null viability, CellTiter-Glo, 60 h; active compounds read low;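 active means viability at or below a set limit, 4 SD under the median of all tested compounds, cut at about 3.7% in these data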;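 further: PTEN knockout HCT116 line with beta catenin targeted HCT116 as companion control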
GALR2 antag: GALR2 (human) receptor antagonism; O43603; GALR2-expressing cells, antagonist mode; inhibition, % at 4 µM; actives 0.39% (n = 140,000); in the data active means inhibition above about 27%;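 further: cells stimulated with galanin 1-16 at roughly its EC80; 0% = agonist challenge control and 100% = basal control without agonist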
Target sequence (O43603 whole entry, looked up): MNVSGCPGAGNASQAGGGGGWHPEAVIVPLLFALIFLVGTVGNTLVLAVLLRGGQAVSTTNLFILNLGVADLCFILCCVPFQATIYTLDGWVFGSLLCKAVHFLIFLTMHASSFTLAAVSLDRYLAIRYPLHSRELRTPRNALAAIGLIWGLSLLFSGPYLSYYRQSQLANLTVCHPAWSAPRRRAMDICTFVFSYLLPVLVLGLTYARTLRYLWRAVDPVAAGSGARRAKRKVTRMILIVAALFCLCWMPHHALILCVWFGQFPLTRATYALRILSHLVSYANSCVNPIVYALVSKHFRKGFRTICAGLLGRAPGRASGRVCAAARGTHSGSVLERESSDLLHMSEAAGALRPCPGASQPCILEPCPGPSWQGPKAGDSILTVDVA
MRP-1 activ: MRP-1 activation | H69AR cells + doxorubicin, viability rescue, CellTiter-Glo | AID 799 | viability increase, % at 10 µM | actives 0.61% (n = 140,000);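 active means viability gain under doxorubicin at or above a set limit, the compound median plus 3 SD, cut at about 4.7% in these data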;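 further: MRP-1 overexpressing cells given doxorubicin 25 µM after compound pretreatment; 18-22 h compound pretreatment then 72 h with doxorubicin before readout; 0% = doxorubicin-only wells and 100% = vehicle-treated cells without doxorubicin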
NPY-Y2 antag: NPY-Y2 (human) receptor antagonism. actives 0.99% (n = 140,000). inhibition, % at 2.7 µM. AID 793. NPY-Y2 expressing cells, antagonist mode; in the data active means inhibition above about 17%;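 further: 0% = vehicle with agonist challenge and 100% = reference antagonist with challenge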
Target sequence (P49146 whole entry, looked up): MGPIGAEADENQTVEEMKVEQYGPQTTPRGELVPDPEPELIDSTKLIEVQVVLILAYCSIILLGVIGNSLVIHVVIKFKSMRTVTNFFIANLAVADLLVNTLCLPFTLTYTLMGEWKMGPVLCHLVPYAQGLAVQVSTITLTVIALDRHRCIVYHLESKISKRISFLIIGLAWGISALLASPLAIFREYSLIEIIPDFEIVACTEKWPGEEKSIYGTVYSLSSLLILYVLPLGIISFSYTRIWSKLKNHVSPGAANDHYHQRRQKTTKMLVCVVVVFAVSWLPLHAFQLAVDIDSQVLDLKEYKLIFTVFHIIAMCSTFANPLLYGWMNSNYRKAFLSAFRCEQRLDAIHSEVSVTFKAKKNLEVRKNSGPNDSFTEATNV
Phagocyt inh: macrophage phagocytosis inhibition; actives 0.07% (n = 110,000); inhibition, % at 5 µM; J774A.1 macrophage IgG-bead phagocytosis, imaging;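 active means inhibition above the mean of the plate negative controls plus 5 SD, cut at about 13% in these data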;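 further: phagocytic index as fraction of beads internalized from green versus red external bead signal; plate controls were DMSO negative control for no effect and cytochalasin-D positive control for full effect; some results beyond the cut were filed as inactive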
E-sel TNF inh: blocks E-selectin expression induced by TNF alpha | actives 0.71% (n = 120,000) | inhibition, % at 2 µM | AID 1246 | HUVEC TNFa-induced E-selectin immunofluorescence, high content;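 active means inhibition above the batch mean plus 3 SD, and confirmed as a hit on visual image review, cut at about 43% in these data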;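 further: 0% = TNF-stimulated DMSO wells and 100% = unstimulated control wells; not every result past the cut was called active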
Measles CPE: protection of cells from measles virus | protection (pct of control), % at 4 µM | actives 1.5% (n = 140,000) | Measles virus-infected cells, CPE protection, absorbance; in the data active means protection mostly above about 24%, no sharp cut-off; inactive means mostly below about 26%; further: some compounds called inactive have numbers as strong as hits
BB579 growth dn: reduces growth of yeast BB579 in restrictive medium | actives 0.51% (n = 140,000) | AID 804 | S. cerevisiae BB579 growth, OD615, 48 h | inhibition, % at 10 µM;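 active means inhibition above a set limit, 3 SD over the mean compound inhibition, cut at about 44% in these data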; further: inactives centre near -24
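Test system: DeaD yeast strain BB579 / Buffer or medium: restrictive glucose-based CSMM-D medium / Doses: single 10 µM dose / Schedule: 4 h cell preincubation, 48 h compound exposure, 30 °C humidified / Technique: culture absorbance at 615 nm / Controls: amphotericin B positive control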
HCT116 bCat-KO: beta-catenin-lacking colon tumor cell growth suppression; HCT116 beta-catenin knockout viability, CellTiter-Glo, 60 h; active compounds read low; viability, % at 10 µM; actives 1.5% (n = 140,000);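 active means viability at or under a set limit, the compound median less 4 SD, cut at about 6% in these data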;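 further: 0% = Hyamine 1622 control at 20 µM and 100% = untreated cell control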
Yeast life ext: yeast lifespan extension; S. cerevisiae growth with nicotinamide, OD615; deaD strain in restrictive glucose medium; AID 775; inhibition of the nicotinamide effect, % at 10 µM; actives 0.68% (n = 130,000);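 active means inhibition above a set limit, placed 3 SD over the median of all compounds, cut at about 26% in these data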;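 further: 0% = nicotinamide-treated wells and 100% = cells grown without nicotinamide; some compounds called inactive have numbers as strong as hits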
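assay system = DeaD-strain S. cerevisiae | measured by = absorbance at 615 nm | probe or stimulus = nicotinamide 1.5 mM | buffer or medium = CSMM-D glucose medium, restrictive | times = 48 h at 30 °C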
Starred values were filed as active, the others as inactive; . = no result given. Some of the compounds tested, so the mix of outcomes need not match the whole.

Value order – Measles CPE, BB579 growth dn, NPY-Y2 antag, PTEN del growth, Yeast life ext, Phagocyt inh, HCT116 bCat-KO, MRP-1 activ, GALR2 antag, E-sel TNF inh
O=C(c1cccn2c(=O)c3cc(Cl)ccc3nc12)N1CCC2(CC1)OCCO2
    3, -38, 0, 101, -6, 2, 96, 3.0, 7, -6
COc1ccc(NC(=O)c2c(C)nn(Cc3ccccc3Cl)c2Cl)cc1Cl
    7, -18, 6, 96, -3, -1, 88, 1.7, 4, -10
Nc1c(C(=O)OC2CCCCC2)c2nc3ccccc3nc2n1CC1CCCO1 (stereo unspecified)
    20, -51, 8, 40, -34, -4, 36, -1.4, 0, 1
O=C(C1CC(c2ccc(Cl)c(Cl)c2)=NO1)N1CCC2(CC1)OCCO2 (stereo unspecified)
    3, 2, 4, 71, -11, 1, 88, 1.8, -10, 13
CCn1c(O)c(C=Nc2ccc(N3CCOCC3)cc2)c(=O)n(CC)c1=S
    35*, -19, -1, 64, -7, 2, 53, -5.0, -1, 0
COc1ccc(C2NCc3ccccc3-n3cccc32)cc1 (stereo unspecified)
    18, -25, 6, 39, -6, ., 42, -4.1, 1, 9
COc1cc(/C=C/C(=O)c2c(O)n(CCc3ccccc3)c(=O)[nH]c2=O)ccc1O
    12, -16, 1, 6, 3, -1, 10, -4.8, 17, .
Cc1ccc2c(c1)N(N=O)CCC2
    12, -2, 2, 97, -3, -1, 108, -0.1, 10, .
CCC(=O)OC1(c2cccc(C)c2)CC(C)N(C)CC1C (stereo unspecified)
    18, -12, 0, 111, -2, 0, 100, -0.6, -3, 1
O=C(O)C1CSC(c2cccnc2)N1 (stereo unspecified)
    25, -69, 0, 93, -12, -1, 94, -1.4, 4, .
Cn1c(O)c(C=Nc2ccc(Cl)cc2)c(=O)n(C)c1=O
    4, 19, 3, 100, -22, 0, 99, -1.6, 17, .
CC(C)(C)n1cccc1/C=C1\C(=O)NC(=O)N(c2ccccc2)C1=O
    8, -3, 1, 87, 2, -4, 95, 1.7, 2, .
c1ccc2c(CN3CCCCCCC3)c[nH]c2c1
    3, -43, 4, 51, -7, 5, 45, -3.1, 17, .
OC1CCCCC1N1CCC(c2ccccc2)CC1 (stereo unspecified)
    65, -61, 2, 93, 7, ., 92, -0.3, 4, .
COc1ccc(C=O)cc1O
    4, -36, 0, 100, -1, ., 100, -0.9, 4, .
COc1cc2[nH]c(=O)n(-c3cccc(Cl)c3)c(=O)c2cc1OC
    13, -54, 2, 90, -18, 2, 92, -1.5, -18, 11
O=C1NC(=O)[C@]2(Cc3ccccc3N3CCN(c4ccccc4)CC32)C(=O)N1Cc1ccccc1 (stereo partly specified)
    6, -50, 2, 77, -5, -1, 84, -2.5, 0, -3
Cc1cc(/C=C2/C(=O)NC(=O)N(Cc3ccco3)C2=O)c(C)n1-c1ccccc1
    6, 7, 2, 93, 5, 1, 93, -2.1, 5, 26
CC(C)n1c(=O)c(C=Nc2ccc(Br)cc2)c(O)n(Cc2ccco2)c1=O
    22, -17, 9, 83, -1, -3, 87, -2.2, 4, .
Cc1ccccc1Cc1c(C)nc2nc(SCC(=O)N3CCC4(CC3)OCCO4)nn2c1C
    23, -18, 12, 87, -18, -2, 90, -1.2, 2, 15

5 entries drawn at random from those above, as already listed:
Value order – Measles CPE, BB579 growth dn, NPY-Y2 antag, PTEN del growth, Yeast life ext, Phagocyt inh, HCT116 bCat-KO, MRP-1 activ, GALR2 antag, E-sel TNF inh
c1ccc2c(CN3CCCCCCC3)c[nH]c2c1
    3, -43, 4, 51, -7, 5, 45, -3.1, 17, .
O=C(C1CC(c2ccc(Cl)c(Cl)c2)=NO1)N1CCC2(CC1)OCCO2 (stereo unspecified)
    3, 2, 4, 71, -11, 1, 88, 1.8, -10, 13
CCC(=O)OC1(c2cccc(C)c2)CC(C)N(C)CC1C (stereo unspecified)
    18, -12, 0, 111, -2, 0, 100, -0.6, -3, 1
Cc1ccc2c(c1)N(N=O)CCC2
    12, -2, 2, 97, -3, -1, 108, -0.1, 10, .
Cn1c(O)c(C=Nc2ccc(Cl)cc2)c(=O)n(C)c1=O
    4, 19, 3, 100, -22, 0, 99, -1.6, 17, .

Later entries:
Value order – Measles CPE, BB579 growth dn, NPY-Y2 antag, PTEN del growth, Yeast life ext, Phagocyt inh, HCT116 bCat-KO, MRP-1 activ, GALR2 antag, E-sel TNF inh
O=c1[nH]c(=O)n(Cc2ccccc2)c(O)c1C=NCCN1CCNCC1
    1, -11, -1, 93, -2, 0, 90, -0.6, -13, -9
O=C1CN=C(c2ccccc2)c2ccccc2N1Cc1ccc(C(F)(F)F)cc1
    6, -33, 3, 59, -14, 0, 66, -0.4, -2, 22
CCOP(=O)(OCC)C(NC(=O)c1ccccc1C)C(Cl)(Cl)Cl (stereo unspecified)
    10, -9, 1, 102, 2, 2, 100, -0.1, -5, .
Cc1cc(NC(=O)COC(=O)c2c(C)nn(Cc3ccccc3)c2Cl)no1
    16, -68, 5, 98, -8, -1, 89, 1.0, -8, -6
NC(=O)CN1CCCC1=O
    38, -16, 2, 93, 0, ., 84, -1.4, -4, .
Cc1ccc(N2C(=O)CC(=O)NC2=O)cc1
    3, -15, 4, 100, -7, -1, 96, -0.3, 13, 12
COc1ccc2nc(/N=C/c3c(O)n(-c4cccc(Cl)c4)c(=O)[nH]c3=O)sc2c1
    4, -57, 1, 92, -16, ., 92, -3.8, -2, 24
c1ccc2c(CN3CCN(C4CCCCC4)CC3)c[nH]c2c1
    26, -48, -2, 67, -19, -1, 76, -6.7, 1, -19
O=C(O)C(O)(c1ccccc1)C1CCCC1 (stereo unspecified)
    3, -52, 5, ., -9, -1, 91, -0.7, 8, .
CC(Cc1ccccc1)[n+]1cc(/N=C(\N)[O-])on1 (stereo unspecified)
    25, -6, 2, 92, -1, ., 89, -1.8, 0, .
CC(=O)N1CC(=O)Nc2ccc(Cl)cc2C1c1ccc(F)cc1 (stereo unspecified)
    5, -4, -1, 75, ., 0, 70, -2.0, 15, -11
O=c1c2ccccc2nc(-c2ccccc2)n1-n1cccc1
    10, -3, 0, 84, -16, -4, 82, 0.2, -10, 2
COCCNC(=O)c1c(NC(=O)c2ccco2)n(Cc2ccccc2)c2nc3ccccc3nc12
    3, -20, 7, 64, -13, -2, 63, -4.9, -12, .
CC(=O)N(C1=NCCCS1)c1ccccc1F
    62*, 16, 1, 98, 3, -1, 110, -2.0, -10, -24
CC(=O)c1c(O)n(C2CCCCCC2)c(=O)[nH]c1=O
    4, -8, 0, 100, 7, -3, 102, -0.2, -17, .
Cn1c(=O)cc(SCC(=O)N2CCC3(CC2)OCCO3)c2ccc(Cl)cc21
    8, 7, 0, 77, -2, ., 82, -3.1, 3, -15
Clc1ccc(C2NCCc3[nH]cnc32)cc1 (stereo unspecified)
    27, -3, 2, 96, -5, -6, 90, -0.9, -7, 2
COC(=O)C(O)(c1c[nH]c2ccccc12)C(F)(F)F (stereo unspecified)
    14, -37, 3, 101, -8, ., 105, -1.3, 5, -30
Cc1ccccc1-n1c(O)c(/C=C2/C(c3ccccc3)=Nc3ccccc32)c(=O)[nH]c1=O
    4, -5, 3, 14, -6, 2, 12, -5.7, 10, .
COc1ccccc1OCCCn1cc(C(=O)c2ccco2)c2ccccc21
    3, -34, 5, 70, -1, 0, 74, -4.1, -2, 11
CN(CCc1ccccc1)Cc1ccccc1[N+](=O)[O-]
    9, -80, 4, 91, -1, 2, 89, 0.3, -3, -8
Cc1ccc(C)c(CN2CCC(n3nnc4cc(F)ccc43)CC2)c1
    9, 17, 7, 80, -2, 1, 81, -2.4, 1, -15
O=c1[nH]c(=O)n(-c2cccc3ccccc23)c(O)c1C=NCc1ccc2c(c1)OCO2
    6, -4, 1, 94, -7, 2, 102, -1.1, -5, 55
COc1ccc(-n2c(Cc3cccc([N+](=O)[O-])c3)nc3ccccc3c2=O)cc1
    5, -34, 0, 84, 9, -1, 75, -1.4, 9, .
CN1CC[C@@]23CCCC[C@@H]2[C@@H]1Cc1ccc(O)cc13
    58, -61, 3, 97, 5, ., 87, -1.6, 14, .
COc1ccc(C2C(C#N)=C(N)Oc3c2c(=O)oc2ccccc32)cc1Cn1cc([N+](=O)[O-])cn1 (stereo unspecified)
    24*, -25, 1, 85, -17, ., 95, -2.5, 1, -38
O=c1[nH]c(=O)n(Cc2ccccc2)c(O)c1C=Nc1ccc(CN2CCOCC2)cc1
    9, -6, 1, 92, -11, 0, 98, -1.8, -3, 7
CC1CCCCN1CC(=O)c1ccc2cc[nH]c2c1 (stereo unspecified)
    12, -25, 1, 83, -3, -1, 97, -1.9, 3, .
COC(=O)c1ccc(N2C(=O)CC(N3CCC(n4c(=O)[nH]c5ccccc54)CC3)C2=O)cc1 (stereo unspecified)
    3, 4, 2, 91, -22, 0, 92, -0.8, 9, -24
Cc1nc2ccccc2c(=O)n1-c1cccc(O)c1
    6, -28, 0, 107, -16, -2, 96, -0.3, 4, -5
COC(=O)C(O)(c1ccc(NC(=O)c2ccco2)c(OC)c1)C(F)(F)F (stereo unspecified)
    4, -21, 2, 100, -7, -1, 98, -1.4, 7, -3
NC1CCCCC1N=Cc1c(O)n(Cc2ccc(F)cc2)c(=O)[nH]c1=O (stereo unspecified)
    7, -38, 1, 96, 2, 1, 88, -0.7, -8, -8
COc1cc(N2CCOCC2)ccc1C=C1C(=O)NC(=O)NC1=O
    ., -4, -4, 93, -6, -11, 89, -0.3, -6, .
Nc1c(C(=O)NC2CCCC2)c2nc3ccccc3nc2n1CC1CCCO1 (stereo unspecified)
    7, 22, 5, 47, -7, -3, 56, -3.4, -13, .
CCCC(=O)C1C(=O)NC(=O)NC1=O
    11, -42, 4, 98, -21, -2, 97, -1.3, -2, 17
